# From PubChem
# SRC1 TRFRET art = flags TR-FRET format artefacts in PPARgamma SRC-1 recruitment agonist screen | AID 1051 | 0.34% of 99,000 active | TR-FRET detection artefact counter-screen, emission ratio; active compounds read high | TR-FRET ratio at 8 µM; in the data active = TR-FRET ratio above about 2300; note: inactives centre near 1800; reference of the scale not given here
# SRC3 TRFRET art = counter-screen for PPARgamma SRC-3 recruitment agonists: TR-FRET artefact. PPARgamma/SRC-3 format; active compounds read high. TR-FRET ratio at 8 µM. 0.39% of 99,000 active. AID 1048; in the data active = TR-FRET ratio above about 2000; note: inactives centre near 1600; reference of the scale not given here
# An asterisk follows results filed as active. The list is partial; rates above refer to the full screens.
SMILES,SRC1 TRFRET art,SRC3 TRFRET art
CN1CCN(c2ccc(Cl)cc2N)CC1,1770,1529
Cn1ccc(NC(=O)CCl)n1,1859,1504
C=CCn1c(=O)c(C=Nc2c(OC)cccc2[N+](=O)[O-])c(O)n(CCCC)c1=O,1750,1438
COC(=O)C(O)(c1ccc(N(C)C(=O)c2ccc(Cl)c(Cl)c2)cc1)C(F)(F)F (configuration not stated),1750,1762
O=C(c1ccc(Cl)cc1)C1CCCN(Cc2ccon2)C1 (configuration not stated),1645,1729
CCOc1ccc(-c2cc(C)[n+](CCO)c(-c3ccc(OCC)cc3)c2)cc1,1983,1862
COc1cccc(C2(O)CCN(CC(=O)Nc3nc(C)cs3)CC2)c1,1727,1622
CNC(=O)OCCc1n(C)cc[n+]1C,1688,1769
CCn1c(O)c(/C=N/NC(=O)c2ccncc2)c(=O)[nH]c1=S,1947,1697
O=C(CN1CC=C(c2ccccc2)CC1)Nc1c(Cl)cccc1Cl,1637,1405
Cc1nccn1Cc1ccc(Cl)nc1,1995,1783
Cc1ccc(C(=O)c2cc(Br)ccc2N)cc1,1820,1784
C/C(=N\N1CCN(C)CC1)c1c(O)n(Cc2ccccc2)c(=O)[nH]c1=O,1936,1504
COc1ccc2cc(C(=O)C3CCCN(C4CCOCC4)C3)ccc2c1 (configuration not stated),1761,1565
Clc1ccc(C(c2ccccc2)c2ncc[nH]2)cc1 (configuration not stated),2054,1633
Cc1nc2ccc(Cl)cc2c(-c2ccccc2)c1C(=O)O,1645,1576
CCOC(=O)C1CCN(/C=C2/C(=O)NC(=O)N(c3cccc(C)c3C)C2=O)CC1,1838,1569
NC(=O)c1cn(C2OC(CO)C(O)C2O)c2ncnc(N)c12 (configuration not stated),1967,1655
CCN(CC)C(=O)c1ccc(NC(=O)CCCSc2ccccc2)cc1,1949,1557
COc1ccc(O)c(C(C)(C)C)c1,1773,1417
O=C1NC(=O)C(=Cc2ccc3c(c2)OCO3)C(=O)N1,1996,1478
Cc1ccc(OCC(=O)N2CCN(C3CCC(c4ccccc4)CC3)CC2)cc1 (configuration not stated),1836,1505
O=C(COC(=O)c1ccc(O)cc1)Nc1ccc(Cl)cc1C(=O)c1ccccc1,1933,1837
C=CCc1cc(C=C2C(=O)N(C)C(=O)N(C)C2=O)cc(OCC)c1OCc1ccccc1,1794,1589
O=[N+]([O-])c1ccc(N2CCCC2)cc1N/N=C1\CN2CCC1CC2,2120,1908
O=C1NC(=O)C(CCc2ccncc2)(CCc2ccccn2)C(=O)N1c1ccc(Br)cc1 (configuration not stated),1704,1878
COCCCN=Cc1c(O)[nH]c(=S)[nH]c1=O,1901,1565
CC(C)CCNC(=O)c1cc(C(=O)c2cc(Br)ccc2O)cn(CCC(C)C)c1=O,1754,1688
O=c1[nH]c(=S)n(-c2ccccc2)c(O)c1/C=N/N1CCOCC1,1638,1358
Clc1ccc2c(c1)C(c1ccccc1Cl)=NCc1nnc(N3CCN(CCOc4ccccc4)CC3)n1-2,1661,1793
O=c1c2ccccc2nc(Cc2ccccc2)n1-c1cccc(O)c1,1939,1697
O=[N+]([O-])c1ccc(C2[C@H]3C(c4ccccc4)=NC4(CCCCC4)N23)cc1 (some centres not stated),2001,1601
O=C(NC1CN2CCC1CC2)c1ccc(-c2ccc([N+](=O)[O-])cc2)o1 (configuration not stated),1806,1358
CCOC(=O)c1nsnc1NCCCl,1849,1454
CC(C)N1CCN(Cc2ccccc2C(F)(F)F)CC1CCO (configuration not stated),1813,1865
Cc1nc2cc([N+](=O)[O-])ccc2c(=O)n1-c1ccccc1[N+](=O)[O-],1970,1614
COc1ccc(-n2c(Cc3ccccc3)nc3ccccc3c2=O)cc1,1884,1591
Clc1ccccc1CNC1CN2CCC1CC2 (configuration not stated),1688,1361
CCN(CC)S(=O)(=O)c1cc(NC(=O)C(C)N2CC=C(c3ccccc3)CC2)ccc1C (configuration not stated),1580,1394
CSc1ncc(CN2CCCC(C(=O)c3sccc3C)C2)cn1 (configuration not stated),1721,1620

# A different layout for some results above.
# Results follow in this order: SRC1 TRFRET art	SRC3 TRFRET art
Cc1ccc(OCC(=O)N2CCN(C3CCC(c4ccccc4)CC3)CC2)cc1 (configuration not stated)
    1836	1505
O=C(COC(=O)c1ccc(O)cc1)Nc1ccc(Cl)cc1C(=O)c1ccccc1
    1933	1837
C=CCc1cc(C=C2C(=O)N(C)C(=O)N(C)C2=O)cc(OCC)c1OCc1ccccc1
    1794	1589

# Next structures:
SMILES,SRC1 TRFRET art,SRC3 TRFRET art
CN1CCN(c2ccc([N+](=O)[O-])c(Sc3nncn3C)c2)CC1,1709,1760
CC(=O)Nc1cc([As](=O)(O)O)ccc1O,1681,1698
COCCCn1c(N)c(C(=O)OCCOC)c2nc3ccccc3nc21,1634,1516
COC(=O)[C@@H]1C[C@@]1(C)[C@@H](NP(=O)(c1ccccc1)c1ccccc1)c1ccccc1,1705,1541
CN(C)C(=O)Oc1ccc(OCc2nc3ccccc3[nH]2)cc1,1838,1693
O=C1NC(=O)N(c2ccc(Cl)cc2)C(=O)/C1=C\c1ccc(Sc2nc3ccccc3[nH]2)o1,2197,1590
COc1ccccc1OCCCn1cc(C(C)=O)c2ccccc21,1831,1656
CCOP(=O)(OCC)C(NC(=O)c1ccccc1)=C(Cl)Cl,1598,1503
COc1ccc(NC(=O)N2CCC3(CC2)OCCO3)cc1,1888,1525
Cc1ccc(/C=C2\C(=O)NC(=S)N(c3ccc(F)cc3)C2=O)s1,1696,1748
CC1(C)OC1COc1c2occc2cc2ccc(=O)oc12 (configuration not stated),1730,1585
CCC(C)n1c(O)c(/C=N/NC(=O)c2ccncc2)c(=O)[nH]c1=S (configuration not stated),1855,1650
CN1CCN(Cc2nnc3n2-c2ccc(Cl)cc2C(c2ccccc2)=NC3)CC1,1792,1576
CCOc1ccc(-n2c(O)c(N=Nc3ccc([N+](=O)[O-])cc3)c(=O)[nH]c2=O)cc1,1811,1629
O=C(O)[C@H]1C[C@@H]1[C@H](NP(=O)(c1ccccc1)c1ccccc1)c1ccccc1,1791,1568
CN1C2CCC1/C(=C/c1ccccn1)C(=O)/C2=C\c1ccccn1,1844,1635
CCOC(=O)[C@@]12C(=O)C(=O)N[C@]1(c1ccccc1)C1OCCCC12 (some centres not stated),1936,1752
Cc1cccc2c1=NC(=O)/C(=C/c1c(O)[nH]c(=O)[nH]c1=O)C=2,1798,1726
CCOC(=O)c1c(C)n(Cc2ccccc2)c2ccc(O)cc12,1743,1444
CCOc1ccc(NC(=O)C2C3c4ccccc4C(c4ccccc43)C2C(=O)O)cc1 (configuration not stated),1950,1618
Cn1c(O)c(/C=N/c2ccccn2)c(=O)n(C)c1=O,2079,1562
Cc1ccc(OP(=O)(NC(C)c2ccccc2)Oc2ccc(C)cc2)cc1 (configuration not stated),1588,1637
CCN(CC)c1ccc([N+](=O)[O-])c2cccnc12,1969,1650
CCC12CN3CCN(CC(C3)/C1=N/NC(N)=O)C2,1872,1661
COc1ccccc1C(=O)C1CCCN(Cc2cnc(C)s2)C1 (configuration not stated),1786,1403
C[C@H]1CCC/C=C/C2C[C@H](O)CC2[C@H](O)/C=C/C(=O)O1 (some centres not stated),1765,1595
CCCCCCn1c(=O)c(C(=O)Nc2nnc(C)s2)c(O)c2ccccc21,1726,1472
O=c1[nH]c(=S)n(C2CC2)c(O)c1/C=N/Nc1ccccc1,1736,1617
Cc1ccc(/C=C2/C(=O)NC(=O)N(CCc3ccc(F)cc3)C2=O)s1,1629,1490
CCC(C)/C=C(C)/C=C/C1=CC2=C(Cl)C(=O)C(C)(OC(C)=O)C(=O)C2=CO1 (configuration not stated),1913,1647
Cc1ccsc1C(=O)C1CCCN(Cc2cc3ccccc3o2)C1 (configuration not stated),1731,1672
O=C(O)CCCc1ccc(N(CCCl)CCCl)cc1,1757,1559
CNC(=S)N1CC2CC(C1)c1cccc(=O)n1C2 (configuration not stated),1739,1566
COP(=O)(OC)C(O)C(Cl)(Cl)Cl (configuration not stated),1830,1701

# Nothing new here: 25 of the compounds above.
SMILES,SRC1 TRFRET art,SRC3 TRFRET art
COc1ccccc1OCCCn1cc(C(C)=O)c2ccccc21,1831,1656
CCOP(=O)(OCC)C(NC(=O)c1ccccc1)=C(Cl)Cl,1598,1503
COc1ccc(NC(=O)N2CCC3(CC2)OCCO3)cc1,1888,1525
Cc1ccc(/C=C2\C(=O)NC(=S)N(c3ccc(F)cc3)C2=O)s1,1696,1748
CC1(C)OC1COc1c2occc2cc2ccc(=O)oc12 (configuration not stated),1730,1585
CCC(C)n1c(O)c(/C=N/NC(=O)c2ccncc2)c(=O)[nH]c1=S (configuration not stated),1855,1650
CN1CCN(Cc2nnc3n2-c2ccc(Cl)cc2C(c2ccccc2)=NC3)CC1,1792,1576
CCOc1ccc(-n2c(O)c(N=Nc3ccc([N+](=O)[O-])cc3)c(=O)[nH]c2=O)cc1,1811,1629
O=C(O)[C@H]1C[C@@H]1[C@H](NP(=O)(c1ccccc1)c1ccccc1)c1ccccc1,1791,1568
CN1C2CCC1/C(=C/c1ccccn1)C(=O)/C2=C\c1ccccn1,1844,1635
CCOC(=O)[C@@]12C(=O)C(=O)N[C@]1(c1ccccc1)C1OCCCC12 (some centres not stated),1936,1752
Cc1cccc2c1=NC(=O)/C(=C/c1c(O)[nH]c(=O)[nH]c1=O)C=2,1798,1726
CCOC(=O)c1c(C)n(Cc2ccccc2)c2ccc(O)cc12,1743,1444
CCOc1ccc(NC(=O)C2C3c4ccccc4C(c4ccccc43)C2C(=O)O)cc1 (configuration not stated),1950,1618
Cn1c(O)c(/C=N/c2ccccn2)c(=O)n(C)c1=O,2079,1562
Cc1ccc(OP(=O)(NC(C)c2ccccc2)Oc2ccc(C)cc2)cc1 (configuration not stated),1588,1637
CCN(CC)c1ccc([N+](=O)[O-])c2cccnc12,1969,1650
CCC12CN3CCN(CC(C3)/C1=N/NC(N)=O)C2,1872,1661
COc1ccccc1C(=O)C1CCCN(Cc2cnc(C)s2)C1 (configuration not stated),1786,1403
C[C@H]1CCC/C=C/C2C[C@H](O)CC2[C@H](O)/C=C/C(=O)O1 (some centres not stated),1765,1595
CCCCCCn1c(=O)c(C(=O)Nc2nnc(C)s2)c(O)c2ccccc21,1726,1472
O=c1[nH]c(=S)n(C2CC2)c(O)c1/C=N/Nc1ccccc1,1736,1617
Cc1ccc(/C=C2/C(=O)NC(=O)N(CCc3ccc(F)cc3)C2=O)s1,1629,1490
CCC(C)/C=C(C)/C=C/C1=CC2=C(Cl)C(=O)C(C)(OC(C)=O)C(=O)C2=CO1 (configuration not stated),1913,1647
Cc1ccsc1C(=O)C1CCCN(Cc2cc3ccccc3o2)C1 (configuration not stated),1731,1672
